From PubChem
TNAP activation fold – human TNAP enzyme activators, primary screen, biochemical, luminescent, no phosphate acceptor, uHTS (AID 1001). purified TNAP, luminescent activation assay, no phosphate acceptor; higher activation fold means a stronger effect. 0.03% of 200,000 active. activation fold at 20 µM; hits with a dose series show EC50 in µM; in the data active = activation fold from about 3, or a potency from the dose series; inactive = the rest, 99 in 100 with activation fold below about 1.6; also: many of its hits are not listed in these tables
SIAH1 antagonists – Siah-1 peptide-binding antagonists, primary screen, biochemical, fluorescence polarization, rhodamine-plectin, uHTS (AID 1817); Siah-1 / rhodamine-plectin peptide fluorescence polarization; higher % means a stronger effect; one-dose displacement, % at 20 µM; IC50 in µM for titrated hits; 0.02% of 290,000 active;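 active = displacement of at least 50% at 20 µM, with a fluorescence ratio check between 0.3 and a set limit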;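 also: plate controls were Siah plus tracer with DMSO for no effect and tracer alone without Siah for full effect; strong numbers were not always called active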
human PMI inhibitors – human PMI inhibitors, high substrate, primary screen, biochemical, fluorescence intensity, high mannose 6-phosphate (AID 1220); recombinant PMI enzyme, coupled fluorescence intensity; higher % means a stronger effect; inhibition, % at 20 µM; hits with a dose series show IC50 in µM; 0.66% of 190,000 active
P. falciparum M17LAP – P. falciparum M17LAP inhibitors, primary screen, biochemical, fluorogenic H-Leu-NHMec substrate, 1536-well (AID 1619). one-dose inhibition, % at 30 µM; IC50 in µM for titrated hits. 0.38% of 220,000 active. recombinant M17LAP, H-Leu-NHMec fluorogenic kinetic assay; higher % means a stronger effect;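 active = compound inhibiting the enzyme by more than half at any dose during confirmatory dose-response retesting; inconclusive = strong single-dose inhibitors picked by rank but not retested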;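 also: plate controls were full reaction with DMSO carrier for no effect and no enzyme background for full effect; strong numbers were not always called active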
XIAP antagonists – XIAP antagonists, biochemical, IAP family, fluorescence polarization (AID 1018) | XIAP BIR domain, fluorescence polarization peptide displacement; higher % means a stronger effect | displacement, % at 20 µM; hits with a dose series show IC50 in µM | 0.007% of 200,000 active; in the data active = displacement above about 50%; also: a part of the inactive calls stands beside numbers as strong as those of hits
Hep lipid drop – modulators of hepatic lipid droplet formation. AML12 mouse hepatocytes, oleate lipid droplets, BODIPY imaging. inhibition, % at 6.5 µM. 0.4% of 240,000 active. AID 1656;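 active = lipid droplet intensity inhibited by at least 50%, with more than 500 cells counted; inconclusive = wells with under 300 cells, treated as cytotoxic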
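Assay system: AML12 hepatocytes (mouse) / Also added: 100 µM oleic acid challenge / Times: overnight treatment with compound plus oleate / Detection: high-content imaging of BODIPY-stained droplets and DAPI nuclei / Evaluation: % inhibition of lipid droplet signal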
UTI89 phage lysis – inhibition of K1F phage lysis, E. coli UTI89, bacterial capsule biogenesis inhibitors, alamar blue (AID 488966). E. coli UTI89 K1F phage lysis, alamar blue, 2 h; higher % means a stronger effect. inhibition, % at 100 µM; hits with a dose series show IC50 in µM. 0.02% of 340,000 active;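 active = phage lysis inhibition, versus mean bacterial control, above a set limit; inconclusive = no clear call, values can overlap the other calls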;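 also: capsule biogenesis inhibitors block K1F phage lysis so surviving cells raise fluorescence; higher fluorescence means more inhibition of phage lysis; actives were called in the ten point dose series up to 300 µM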
P. falciparum M1AAP – P. falciparum M1AAP inhibitors, biochemical, fluorogenic H-Leu-NHMec substrate, 1536-well (AID 1445); recombinant M1AAP, H-Leu-NHMec fluorogenic kinetic assay; higher % means a stronger effect; one-dose inhibition, % at 30 µM; IC50 in µM for titrated hits; 0.42% of 220,000 active;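 active = primary inhibition above the hit cutoff, then over 50% inhibition at one or more dose response concentrations, cut at about 23% in these data, passing the limit was not always enough; inconclusive = conflicting primary data, or primary hits not chosen for dose response; inactive = low primary inhibition, or under 50% at every dose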;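 also: plate controls were DMSO full reaction for no effect and no enzyme background for full effect; strong numbers were not always called active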
PMI inhibitors – inhibitors of human PMI, primary screen, biochemical, fluorescence intensity, coupled assay (AID 1209); purified PMI enzyme, coupled fluorescence intensity; higher % means a stronger effect; inhibition, % at 20 µM, or IC50 in µM where a hit was titrated; 0.42% of 190,000 active;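 also: plate controls were DMSO vehicle for no effect and wells lacking substrate for full effect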
Hep lipid drop cells 6.5 µM – further read-out of Hep lipid drop, marked with its call; cell count; measured here: cell count, cytotoxicity flag;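 cells counted across two imaged fields per well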
Starred values were filed as active, the others as inactive; ? = inconclusive; . = not tested or not shown; [ ] = remark or other dose. Rule as the data show it, unless noted: active = inhibition above about 50%; inactive = the rest. Outcome played no part in choosing rows. About 1.9% of those tested had a hit in this group.

SMILES	Hep lipid drop cells 6.5 µM	XIAP antagonists	TNAP activation fold	PMI inhibitors	Hep lipid drop	P. falciparum M1AAP	SIAH1 antagonists	human PMI inhibitors	P. falciparum M17LAP	UTI89 phage lysis
CCN(CC)C(=O)C(C)OC(=O)COc1ccc(Cl)cc1Cl (stereo not given)	624	-1.3%	1.1	0.1%	7.6	5.2%	-2.8%	-0.3%	3.9%	4.2%
COc1ccc(Cl)c(NC(=O)Cn2nnc(-c3ccccc3N)n2)c1	.	-3.1%	1.1	11.0%	.	-1.5%	-2.8%	-3.6%	0.2%	3.3%
CCN1CCN(C(=O)c2cn(CCOC)c(=O)c3c2c2ccccc2n3C)CC1	692	-3.1%	1.1	10.4%	11.8	6.2%	-6.9%	10.9%	-50.9%	5.5%
COc1ccc(CCn2c(C)c(C(C)=O)c3cc(OC(=O)c4ccco4)ccc32)cc1OC	762	-2.8%	1.1	4.1%	-10.9	13.1%	-0.9%	-0.6%	0.9%	-1.1%
N=C1c2ccccc2CN1NC(=O)CC12CC3CC(CC(C3)C1)C2	626	-7.8%	1	-10.5%	-0.1	-2.1%	-5.0%	-11.1%	3.9%	1.4%[50 µM]
CC(C)(C)NS(=O)(=O)c1ccc(CCC(=O)O)cc1	766	-4.6%	1.1	7.9%	-0.4	3.6%	-1.3%	9.0%	-0.7%	1.4%
CN(C)C(=O)c1cn(-c2ccccc2)nc1-c1cc2ccccc2oc1=O	715	-4.7%	1.1	-3.8%	-1.0	6.1%	-2.7%	-1.4%	8.9%	-0.7%
CCc1ccc(NC(=O)Cn2c3[n+](c4c(F)c(F)ccc42)CCCCC3)cc1	666	-13.4%	1	-10.9%	0.8	0.2%	-2.6%	5.4%	0.5%	3.5%
Cn1[nH]c(CSc2ccc(Cl)cc2)cc1=O	710	-5.9%	1	-2.6%	8.6	7.0%	4.8%	-2.2%	1.7%	-0.1%
CN(C)c1nc(N2CCOCC2)nc(N(c2ccccc2)c2ccccc2)n1	.	-1.8%	0.9	-0.5%	.	-4.9%	6.6%	4.7%	-1.1%	0.0%
Cc1c(Cl)cccc1-n1c(SCC(=O)NCc2cccs2)nnc1-c1ccncc1	.	-4.3%	1	-16.9%	.	-0.6%	1.9%	-12.6%	1.6%	0.1%
Cc1oc(C(=O)O)cc1CSCc1cc(C(=O)O)c(C)o1	606	-5.7%	1.1	2.8%	16.4	-3.8%	-4.9%	-4.8%	27.7%	-0.5%
CCCn1nnnc1SCC(=O)Nc1ccc(F)cc1	.	0.9%	1.2	-4.1%	.	-0.5%	5.2%	0.6%	2.8%	-1.7%
CN(C)c1ccc(NC(=O)C(=O)NCCOc2ccccc2)cc1	786	-14.0%	1.1	-7.1%	11.0	4.2%	7.2%	-3.1%	12.3%	0.5%
COC(=O)CC1=NN(c2ccccc2)C(=O)/C1=C\c1ccc(OC)cc1	591	-1.4%	1.1	27.7%	5.5	7.2%	6.0%	0.7%	-10.5%	0.8%[50 µM]

Only TNAP activation fold, P. falciparum M1AAP and PMI inhibitors, for 2 of the compounds above:
canonical_smiles	TNAP activation fold	P. falciparum M1AAP	PMI inhibitors
CCN(CC)C(=O)C(C)OC(=O)COc1ccc(Cl)cc1Cl (stereo not given)	1.1	5.2%	0.1%
Cc1c(Cl)cccc1-n1c(SCC(=O)NCc2cccs2)nnc1-c1ccncc1	1	-0.6%	-16.9%

Remaining list, next part.
SMILES	Hep lipid drop cells 6.5 µM	XIAP antagonists	TNAP activation fold	PMI inhibitors	Hep lipid drop	P. falciparum M1AAP	SIAH1 antagonists	human PMI inhibitors	P. falciparum M17LAP	UTI89 phage lysis
CCn1c(COc2ccc(Cl)cc2)nnc1SC1CCc2ccccc2C1=O (stereo not given)	651	-6.7%	0.9	24.2%	-27.3	0.4%	8.0%	37.9%	-11.0%	0.4%
O=C(NNC(=O)C1CCN(S(=O)(=O)c2ccc(Cl)cc2)CC1)c1ccncc1	579	-4.3%	1.1	6.3%	-14.4	4.2%	-5.1%	9.8%	-14.2%	-1.5%
O=C1CCCc2[nH]c(-c3ccccc3)nc21	605	-11.2%	1	5.3%	-3.5	.	-1.1%	1.7%	.	-0.4%
CCOC(=O)c1ccccc1NC(=O)CSc1nc(N)cc(N)n1	730	-1.6%	1.1	3.7%	-34.9	1.2%	19.0%	1.7%	25.3%	-0.1%
COc1cc(OC)c(S(=O)(=O)NC(C)C)cc1S(=O)(=O)NC(C)C	706	-0.9%	1.1	1.3%	-1.5	11.9%	0.7%	-2.3%	3.3%	0.6%
COc1ccc(-c2nnn(CC(=O)NCc3ccc4c(c3)OCO4)n2)cc1OC	694	-7.9%	1	10.2%	-7.9	6.2%	5.2%	5.7%	-8.5%	-0.7%
COc1ccc(CN2CCNC(=O)C2CC(=O)O)cc1OC (stereo not given)	680	-5.3%	1.1	-14.5%	33.2	13.4%	-0.2%	-17.3%	-5.2%	0.3%
COc1ccc(-c2[nH]ncc2N=Nc2cc(C)cc(C)c2)cc1	706	-5.5%	1.6	9.6%	8.7	7.5%	-4.6%	8.4%	25.5%	-1.4%
CC(NC(=O)/C(=C/c1ccc2c(c1)OCO2)NC(=O)c1cccc([N+](=O)[O-])c1)C(=O)O (stereo not given)	670	-4.8%	1.1	-21.5%	-2.2	12.9%	1.3%	-10.6%	16.8%	0.2%
Cc1c([N+](=O)[O-])ccc(S(=O)(=O)N2CCC(C(N)=O)CC2)c1C	693	-2.3%	1.1	10.6%	14.3	4.3%	1.2%	12.2%	-16.8%	1.0%
O=c1c2ccccc2nc2n1CCCS2	.	-2.3%	1.1	5.7%	.	2.0%	0.7%	6.6%	0.2%	0.2%
CCOc1ccc(NC(=O)Cc2ccccc2)cc1	723	-4.3%	1.1	-8.0%	-3.4	-9.5%	-3.0%	-6.3%	15.7%	3.7%
CCn1cc(CNc2nc3nonc3nc2N2CCCCC2)cn1	778	-9.4%	1	-0.5%	4.4	18.6%	-3.8%	-4.8%	1.5%	0.2%
O=C(C(=O)N1CCOCC1)c1cn(CCOc2ccccc2)c2ccccc12	729	1.9%	1.1	7.3%	-2.5	4.5%	-3.2%	3.5%	-2.4%	0.3%
COc1ccc(S(=O)(=O)N2Cc3ccccc3CC2C(=O)O)cc1 (stereo not given)	.	-9.8%	1.1	11.3%	?	8.3%	15.5%	-6.8%	6.6%	1.0%
Cc1noc(C)c1CSCC(=O)OCC(=O)NC1CCCCC1	.	-1.0%	1.1	10.0%	.	5.8%	-2.3%	10.2%	3.8%	0.1%
CCOC(=O)Cn1nnnc1C(C(C)C)N(Cc1cc2c(C)cc(C)cc2[nH]c1=O)C1CCCC1 (stereo not given)	728	-8.4%	1	-34.1%	-8.9	3.5%	4.3%	-26.1%	-2.9%	8.2%
O=C(CSCc1c(Cl)cccc1Cl)N1CCOCC1	743	-4.2%	1.1	16.2%	-7.8	-5.8%	-1.9%	19.5%	-2.1%	3.5%
C=CCN(c1ccccc1C(=O)O)S(=O)(=O)/C=C/c1ccccc1	604	-5.2%	1.1	-3.1%	0.3	-5.1%	4.2%	3.5%	5.5%	0.3%
CCO[C@@H]1OC(C(=O)NCc2nc3ccccc3[nH]2)=C[C@H](C)[C@H]1CCCO	701	-1.4%	1	13.9%	-1.7	8.4%	5.4%	10.2%	22.9%	0.3%
CC(=O)N1N=C(c2cccs2)CC1c1cccc([N+](=O)[O-])c1 (stereo not given)	668	-2.7%	1.1	12.1%	-13.6	7.3%	1.8%	12.2%	-0.4%	1.2%
COc1ccccc1-c1c(C)oc2cc(OCC(=O)OCc3ccccc3)ccc2c1=O	707	-0.7%	1.1	22.8%	16.9	0.5%	4.5%	15.1%	6.3%	1.3%
O=C(/C=N/O)Nc1ccccc1C(=O)O	742	-4.2%	1.1	6.5%	20.6	2.3%	4.0%	-3.8%	3.1%	0.6%
Cc1ccccc1NC(=O)NCCc1c[nH]c2ccccc12	653	-5.1%	1.1	5.2%	-2.1	5.2%	0.1%	12.3%	6.6%	0.1%
CC(=O)N1CCc2cc(S(=O)(=O)N3CCOCC3)ccc21	750	-4.4%	1.2	-9.3%	0.1	7.7%	-2.7%	-5.8%	-1.8%	2.2%
CCS(=O)(=O)Nc1ccc(C(=O)CC2(O)C(=O)Nc3ccc(Br)cc32)cc1 (stereo not given)	.	-4.1%	1.1	4.4%	.	3.7%	1.8%	2.2%	21.8%	0.3%
C/C(CC(=O)NCc1ccc(F)cc1)=N\NC(N)=S	687	-5.6%	1.2	-4.3%	7.5	-0.7%	1.4%	-7.7%	2.8%	2.1%
COc1ccc(CC(=O)Nc2ccc(N3CCN(c4ccc(OC)cc4)CC3)c(C#N)c2)cc1	791	3.1%	1.1	20.3%	40.6	1.2%	-2.5%	17.2%	-9.0%	0.4%
COc1ccc(CCn2c(C)cc(C(=O)CSc3nnnn3C)c2C)cc1	678	-6.7%	1.1	16.4%	0.6	5.2%	-5.3%	10.0%	-8.2%	-0.1%
CC(NC(=O)C(C)(C)C)C(c1cccs1)N1CCOCC1 (stereo not given)	692	.	.	.	-4.9	6.7%	2.2%	.	0.0%	-0.4%[50 µM]
Cc1ccc(C2C(C#N)=C(N)SC(N)=C2C#N)cc1	.	-22.1%	1.2	-43.5%	.	4.0%	5.2%	-7.4%	-1.0%	-0.2%
CC(OC(=O)C1=COCCO1)C(=O)Nc1cc(S(=O)(=O)N2CCCCC2)ccc1Cl (stereo not given)	663	-3.4%	1	-6.3%	-0.2	0.1%	2.0%	-5.9%	-1.4%	-0.9%
O=C(O)C1=C(OCc2ccccc2)C(=O)NCC1	726	-19.9%	1	-6.8%	3.2	-0.1%	-1.3%	-5.7%	-0.9%	-0.3%
COc1ccc(N=C2S/C(=C\c3cc(C)n(C)c3C)C(=O)N2C)cc1	.	-6.8%	1	16.0%	.	7.5%	-6.1%	33.1%	11.6%	-0.1%
COc1cccc(NC(=O)Cn2c(-c3cncs3)nc3ccccc32)c1	640	2.9%	1.1	11.0%	-10.5	-3.2%	17.3%	11.5%	-0.9%	1.1%[50 µM]
C=CCSc1nnc2nc3c(nn12)c1cc(C)ccc1n3CC=C	.	34.1%	1	2.8%	.	0.4%	0.8%	-1.6%	-5.5%	-0.8%
N/C(=N\N=C\c1ccc(O)c(O)c1)c1nonc1N	700	.	.	.	14.6	5.0%	13.2%	.	14.2%	0.0%
Cc1ccc(Nc2nc(CSc3nnnn3C)cs2)cc1	620	-9.2%	1	17.2%	-37.0	6.6%	-1.2%	15.4%	7.0%	-0.9%
CS(=O)(=O)c1ccc(C(=O)Nc2ccccc2Cl)cc1	702	.	.	.	9.9	1.1%	5.5%	.	0.6%	0.3%
